Bioassay records (PubChem)
Rab9 promoter act – activators of Rab9 promoter | Potency, µM (top dose mostly 9.22 µM), inactives show at the highest dose activation, negative = inhibition, actives largely listed as activators | Huh7 Rab9 promoter-luciferase reporter, luminescence, 24 h | AID 485297 | 320,000 tested, 2.8% active; also: % of control where 0% means no effect; nearly all actives have a fitted effect of over 60% in size
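Huh7 cells stably carrying a Rab9 promoter-luciferase reporter, 1500 cells per well in OP-MEM I with 10% FBS, treated with compound 24 hours at 37C. Luciferase activity read by luminescence after 10 minutes with Amplite reagent.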
FLuc counter – counter-screen for miR-21 project: firefly luciferase inhibitors or activators; P08659; purified FLuc, Km substrates, luminescence inhibition; Potency, µM (series often up to 57.5 µM), without a hit: top-dose activity change, negative = inhibition, hits mostly inhibitors; 360,000 tested, 6.9% active;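 also: plate controls were vehicle for no effect and reference inhibitor for full effect; nearly all actives have a fitted effect of over 55% in size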
Target sequence (P08659 whole entry, looked up): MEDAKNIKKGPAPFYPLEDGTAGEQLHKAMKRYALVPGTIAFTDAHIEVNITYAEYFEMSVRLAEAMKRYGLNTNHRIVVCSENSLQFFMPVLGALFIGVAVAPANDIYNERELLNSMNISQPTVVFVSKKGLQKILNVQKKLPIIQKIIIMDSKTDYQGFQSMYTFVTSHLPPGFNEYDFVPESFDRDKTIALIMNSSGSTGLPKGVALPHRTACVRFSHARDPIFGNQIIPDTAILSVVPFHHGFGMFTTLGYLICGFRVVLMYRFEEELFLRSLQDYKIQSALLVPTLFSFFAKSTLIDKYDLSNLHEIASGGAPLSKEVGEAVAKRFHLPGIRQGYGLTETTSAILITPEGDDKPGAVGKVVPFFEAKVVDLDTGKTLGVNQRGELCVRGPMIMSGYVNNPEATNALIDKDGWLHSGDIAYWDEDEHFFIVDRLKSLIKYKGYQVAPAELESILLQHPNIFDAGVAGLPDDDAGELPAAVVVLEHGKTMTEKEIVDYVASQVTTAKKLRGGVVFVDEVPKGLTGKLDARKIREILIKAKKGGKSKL
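Purified P. pyralis luciferase, 10 nM final, with Km-level 10 uM D-luciferin and 10 uM ATP in 50 mM Tris acetate pH 7.5, 10 mM Mg acetate, 0.01% Tween-20, 0.05% BSA; 6-point qHTS titration about 60 µM downward; luminescence read.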
NPC1 promoter act – NPC1 promoter activation; Huh7 NPC1 promoter luciferase reporter, 24 h; Potency, µM (doses to about 9.22 µM), for the others: at the highest dose activation, actives largely listed as activators; 320,000 tested, 2.4% active; AID 485313;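 also: % of control where 0% means no effect; nearly all actives have a fitted effect of over 60% in size; reporter is driven by a mutant NPC1 promoter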
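Cells: Huh7 expressing luciferase under the NPC1 promoter, 1500/well. Seeded 2 h, compound added, incubated 24 h at 37 °C. Luciferase reagent, 10 min ambient, then luminescence.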
uPA surface inh – inhibitors of cell surface uPA generation | 330,000 tested, 0.31% active | cell surface uPA generation assay, qHTS | AID 540303 | Potency, µM (titrated, usually from 38.3 µM), for the others: at the top dose activity change, negative = inhibition, hits mostly inhibitors; active = well fitted inhibition curve with a large enough effect; inconclusive = small, poorly fitted or top-dose-only effect; inactive = no such curve, though single readings can be large or run the other way; tested in mouse RAW 264.7 cells; also: % is scaled to controls: 0 for no effect and ±100 for the full control effect; nearly all actives have a fitted effect of over 55% in size
BRCA1 expr act – BRCA1 expression activation | MCF7-BRCA1-FFLuc reporter, luminescence, 48 h; response scale: scaled: vehicle 0%, 10 µM genistein 100% | Potency, µM (highest dose often 46.1 µM), without a hit: at the highest dose activation, most hits filed as activators | 380,000 tested, 1.1% active | AID 624202; also: nearly all actives have a fitted effect of over 80% in size; some results filed as inactive show a strong effect at the top dose
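Luminescence from a BRCA1-driven firefly luciferase in MCF7 cells was read after 48 h compound exposure at 37 C. Data normalized against DMSO and a 10microM genistein activation control, then curve-fitted across the titration.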
p53 reactivation – restores transcriptional activity of mutant p53. Potency, µM (series often up to 92.2 µM), inactives show top-dose activity change, positive = activation, hits mostly activators. H1299 p53-A138V BP100-luciferase reporter, luminescence, 24 h. 320,000 tested, 0.063% active; also: % of control where 0% means no effect; nearly all actives have a fitted effect of over 45% in size
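H1299 (p53-null), stable ts p53-A138V + BP100-Luc; 1000 cells/well, Opti-MEM/10% FBS; cpd 4 pt, 1:5; 24 h, 37 deg C, 5% CO2; detection reagent 10 min RT; luminescence.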
MBNL1-CUG inh – MBNL1-poly(CUG) RNA binding inhibition. Q9NR56. TR-FRET MBNL1-His/biotin-(CUG)12 binding, 665/545 ratio. Potency, µM (titrated, usually from 57.5 µM), without a hit: at the highest dose activity change, negative = inhibition, hits mostly inhibitors. 280,000 tested, 0.036% active; active = well fitted inhibition curve with a large enough effect in the signal ratio, with a control signal flat, not every such curve was filed as active; inconclusive = small, poorly fitted or top-dose-only effect, or effect the other way, or a change in a side signal; inactive = no such curve, though single readings can be large or run the other way; the % refers to the signal ratio; also: % is scaled to controls: 0 for no effect and ±100 for the full control effect
Target sequence (Q9NR56 whole entry, looked up): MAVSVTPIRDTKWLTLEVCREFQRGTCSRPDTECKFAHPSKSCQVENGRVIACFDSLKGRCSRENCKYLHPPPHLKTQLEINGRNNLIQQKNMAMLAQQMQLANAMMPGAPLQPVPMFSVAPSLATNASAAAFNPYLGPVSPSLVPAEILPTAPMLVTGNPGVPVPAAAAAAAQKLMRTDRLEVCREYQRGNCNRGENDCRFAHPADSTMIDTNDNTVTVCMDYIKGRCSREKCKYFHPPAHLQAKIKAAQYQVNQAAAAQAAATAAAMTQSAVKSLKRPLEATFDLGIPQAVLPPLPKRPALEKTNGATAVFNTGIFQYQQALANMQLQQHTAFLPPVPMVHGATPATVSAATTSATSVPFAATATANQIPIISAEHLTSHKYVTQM
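Compounds (final 92 nM to 58 uM) are added to His-tagged MBNL1 and biotin-(CUG)12, then terbium anti-His antibody and streptavidin-XL665 (5 nM final). After 60 min at room temperature, the 665/545 nm ratio is read.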
VP16 counter – inhibits Gal4-VP16 luciferase reporter, ROR gamma counter-screen; AID 2546; 310,000 tested, 3.5% active; Potency, µM (series often up to 53.6 µM), without a hit: top-dose activity, negative = inhibition, actives largely listed as inhibitors; Drosophila S2 Gal4-VP16 UAS-luciferase, luminescence, 20 h;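 also: Gal4-VP16 expression switched on by copper sulfate through the metallothionein promoter; % is scaled to controls: 0 for no effect and ±100 for the full control effect; nearly all actives have a fitted effect of over 50% in size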
ELG1 genotoxic – induces genotoxicity in HEK293T cells with luciferase-tagged ELG1; HEK293T ELG1-luciferase reporter, luminescence, 16 h; Potency, µM (series often up to 46 µM), inactives show at the top dose activity change, positive = activation, usual class: activators; 330,000 tested, 1.3% active; AID 504466; also: % of control where 0% means no effect; nearly all actives have a fitted effect of over 60% in size
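Genotoxicity was scored as increased ELG1-luciferase reporter signal, measured by ONE-Glo luminescence (30 min, room temperature). Compound or vehicle exposure of the HEK293T reporter cells lasted 16 hr at 37°C.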
RORg inh – blocks mouse ROR gamma transcriptional activity | P51450 | Drosophila S2 Gal4-RORgamma UAS-luciferase reporter, 20 h | Potency, µM (highest dose often 53.6 µM), without a hit: top-dose activity change, negative = inhibition, usual class: inhibitors | 310,000 tested, 5.4% active | AID 2551; also: % is scaled to controls: 0 for no effect and ±100 for the full control effect; nearly all actives have a fitted effect of over 60% in size
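Schneider cells (Drosophila), stable Gal4 DBD–ROR gamma + UAS-luc; 1 hr cmpd preincubation; Cu2+ induction 700 uM final; 20 hr ambient; luminescence.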
* marks the source's active call; other numbers are inactive results; ? = inconclusive; . = no result given; [ ] = another dose, or the depositor's remark. Unless noted, calls follow the shape of the dose curve; as a rule, active = well fitted curve in the direction sought with a large enough effect; inconclusive = small, poorly fitted or top-dose-only effect, or another doubt; inactive = no such curve, though single readings can be large; an effect the other way counts as inactive or inconclusive. Potency is read from the fitted curve at half-maximal effect.

Compound	Rab9 promoter act	FLuc counter	NPC1 promoter act	uPA surface inh	BRCA1 expr act	p53 reactivation	MBNL1-CUG inh	VP16 counter	ELG1 genotoxic	RORg inh
CC(=O)c1cccc(NC(=O)N2CCC(c3nnc(SCC(N)=O)n3C)CC2)c1	1.0%	2.1%	1.6%	1.1%	0.1%	0.8%	5.2%	0.9%	4.0%	-26.1%
S=C(NNC(=S)NC1CC2C=CC1C2)NC1CC2C=CC1C2 (stereo not given)	6.6%	0.4%	-3.3%	8.5%	-6.4%	5.5%	19.8%	4.8%	-1.1%	-1.6%
O=C(Nc1ccccc1)C1=C[C@@H](c2coc3ccccc3c2=O)C[C@@H](OCCCCO)O1	11.6%	1.9%	-1.8%	7.7%	-19.9%	-4.4%	-10.8%	-3.2%	-7.3%	15.5%
O=C1/C(=C/c2cccc3ccccc23)CCCc2ccccc21	25.6%	13.5µM*	20.4%	0.3%	-8.6%	?	4.7%	?	14.3%	24.8%
C=CCn1c(COc2cc(C)ccc2C(C)C)nnc1SCC(=O)c1c(N)n(C)c(=O)n(C)c1=O	-3.5%	4.78µM*	1.1%	-0.1%	-17.7%	-1.1%	3.7%	-25.5%	-4.2%	15.2%
CCOC(=O)CSC1=Nc2ccccc2C2=NC(CC(=O)NCc3ccc(OC)cc3)C(=O)N12 (stereo not given)	-0.3%	4.3%	-3.9%	0.3%	-1.5%	4.6%	-0.3%	-1.7%	4.0%	1.8%
CCOC(=O)c1nn(-c2cccc(Cl)c2)c2nc(CC(C)C)c(C#N)c(=O)n12	-4.5%	0.5%	0.8%	-1.8%	-27.8%	5.1%	-5.2%	-9.7%	-2.3%	-1.0%
Cc1ccccc1C(=O)c1cccn1CC(=O)NCc1ccc(F)cc1	2.2%	-14.3%	-0.5%	0.4%	0.0%	25.5%	4.6%	-16.3%	6.9%	?
COc1ccc(Cl)cc1C(=O)NNC(=S)NC(=O)c1cc(-c2ccccc2)nc2ccccc12	-8.3%	-8.7%	-8.7%	0.3%	-44.2%	-2.4%	11.2%	?	-3.7%	14.0%
CCc1nn(CC(=O)NCCc2ccc(Cl)cc2)c(=O)c2cccn12	2.6%	0.7%	-1.5%	2.0%	5.3%	1.2%	-8.2%	-0.9%	-0.6%	30.5%
Cn1nc(-c2ccc(C(=O)Nc3cccc(Cl)c3)cc2)c2ccccc2c1=O	8.2%	-0.6%	-2.9%	.	-46.3%	-4.9%	57.5%[activator]	-3.2%	1.9%	0.0%
Clc1ccc(-c2cc(COc3ccccc3)on2)cc1	?	10.7µM*	15.2%	4.3%	10µM*	21.7%	.	4.0%	-15.5%	-3.5%
Cc1cccc2cc(COC(=O)C3CCCCC3)c(=O)[nH]c12	10.0%	2.7%	0.3%	-8.2%	6.4%	3.1%	3.0%	1.7%	-3.7%	2.2%
CCn1cc(C(=O)NCC2CCCO2)c(=O)c2cc(S(=O)(=O)N(C)C3CCCCC3)ccc21 (stereo not given)	-1.6%	0.2%	-3.2%	2.1%	-4.6%	-2.3%	-0.3%	-2.1%	-6.5%	-4.8%
Cc1csc(NC(=O)c2nc3nc(C)cc(C)n3n2)n1	3.98µM*	21.3µM*	3.55µM*	-2.0%	?	?	9.5%	?	?	?
Cc1nc2c(oc3ccc(Cl)cc32)c(=O)[nH]1	-0.7%	?	8.1%	0.9%	10.3%	-5.5%	-10.7%	8.1%	-0.6%	17.6%
Cc1csc2c(N3CCN(C(=O)c4ccc(C(C)(C)C)cc4)CC3)ncnc12	-4.2%	26.9µM*	-6.1%	13.0%	4.7%	-1.4%	-4.3%	?	4.7%	?
CC(NC(=O)Nc1ccc(F)cc1F)c1ccc2c(c1)OCO2 (stereo not given)	5.4%	-0.4%	-2.3%	1.8%	7.8%	-3.3%	-1.2%	-3.2%	-1.2%	-16.8%
CCc1cccc(CC)c1NC(=S)NCCc1c(C)[nH]c2ccccc12	-11.1%	1.6%	-6.8%	-11.4%	-36.2%	3.7%	-7.4%	7.08µM*	-8.2%	?
O=C(N/N=C/c1c(Cl)[nH]c2ccccc12)c1ccc2c(c1)OCCO2	?	1.51µM*	?	-7.5%	50.5%	7.1%	14.6%	-4.9%	?	-0.8%
O=C(O)c1ccccc1C(=O)NCCc1ccc(Cl)cc1	-0.5%	-2.8%	3.1%	15.2%	-26.8%	3.9%	-19.9%	4.3%	1.2%	-2.1%
CNC(=S)N/N=C(\C)c1cccc(C(F)(F)F)c1	7.3%	-2.4%	-1.6%	-3.8%	1.3%	-2.1%	1.1%	3.55µM*	-0.7%	1.12µM*
N#C/C(=C\c1cccc([N+](=O)[O-])c1)C(=O)Nc1cccnc1	-0.8%	-5.2%	0.0%	6.4%	-1.4%	-0.8%	?	5.1%	3.4%	-1.7%
Cc1ccc2c(c1)CCCN2C(=O)c1ccco1	-0.3%	-5.0%	0.4%	.	0.6%	-4.8%	2.2%	4.2%	-2.9%	9.6%
CCc1ccccc1NC(=O)C1=CN2CCS(=O)(=O)N=C2C=C1	0.3%	4.6%	-2.3%	5.2%	14.4%	-1.6%	.	.	1.7%	.

(list continues)
Compound	Rab9 promoter act	FLuc counter	NPC1 promoter act	uPA surface inh	BRCA1 expr act	p53 reactivation	MBNL1-CUG inh	VP16 counter	ELG1 genotoxic	RORg inh
CC(C)Sc1nc2c(c(=O)n(C)c(=O)n2C)n1C	-4.2%	2.0%	-3.5%	-8.8%	-0.8%	0.1%	8.2%	4.6%	1.6%	1.5%
Cc1cc(C)cc(NC(=O)c2ccc(CN3CCc4ccccc4C3)cc2)c1	-16.8%	?	-12.9%	-1.0%	-33.6%	.	-1.5%	8.1%	-4.4%	-9.5%
CC(C)OCCCN1CC(=O)N2[C@@H](Cc3c([nH]c4ccccc34)C2(C)C)C1=O	-2.3%	4.6%	6.9%	5.7%	-11.8%	-5.6%	0.6%	13.3%	-3.7%	-3.6%
COc1cccc(N2CCN(S(=O)(=O)c3ccc(CN4C(=O)c5cccnc5C4=O)cc3)CC2)c1	-3.8%	2.0%	-4.2%	1.7%	0.0%	11.2%	3.3%	1.5%	2.2%	-0.7%
Cc1[nH]n(-c2ccccc2)c(=O)c1C=Nc1cnc2ccccc2c1	-0.2%	-18.6%	-3.8%	-0.3%	14.7%	-3.0%	12.1%	-9.6%	0.4%	-40.8%
COc1ccc(N(Cc2cc3cccc(C)c3[nH]c2=O)C(=O)C2CCCO2)cc1 (stereo not given)	-1.5%	2.2%	-0.2%	8.3%	2.1%	-6.5%	.	-11.2%	-1.1%	-5.6%
O=C(Nc1nc2c(s1)CCCC2)C1CCCN1C(=O)c1cccs1 (stereo not given)	-0.9%	1.9%	2.5%	1.8%	-1.8%	-20.0%	-2.3%	-1.2%	1.6%	0.3%
FC(F)(F)c1cccc(-c2cc3ccccc3nc2N2CCCC2)c1	-2.4%	-1.7%	-1.7%	1.6%	-37.7%	2.5%	3.9%	?	-0.9%	-24.3%
Oc1c(C=C2N=c3ccccc3=N2)sc(=S)n1-c1ccccc1	-3.2%	-8.2%	-5.3%	2.0%	-6.1%	-2.3%	-7.7%	-9.8%	-0.4%	29.8%
CC(=O)Nc1ccc(S(=O)(=O)N2CCCCC2c2cccnc2)cc1 (stereo not given)	-0.8%	6.3%	3.5%	4.8%	-38.4%	-4.4%	-3.4%	-5.5%	2.2%	1.4%
NC(=O)CSc1nnc(-c2ccc(S(=O)(=O)N3CCCC3)cc2)o1	-0.2%	-6.6%	-10.0%	-6.2%	4.4%	6.2%	-5.0%	5.4%	3.3%	-26.1%
CC(C)OCCCNC(=O)c1ccc(C2SCC(=O)N2Cc2ccco2)cc1 (stereo not given)	-9.8%	3.3%	-8.3%	-21.5%	-10.3%	-3.0%	8.0%	1.6%	-2.2%	15.9%
CC(=O)NCCCOc1ccc([N+](=O)[O-])cc1Cl	?	?	18.6%	-14.1%	?	6.7%	?	1.7%	11.8%	6.7%
CCCC(c1nnnn1CS(=O)(=O)c1ccc(C)cc1)N1CCC(C(N)=O)CC1 (stereo not given)	-0.2%	-1.1%	3.4%	2.2%	-5.6%	-0.1%	-0.4%	-2.2%	-2.1%	-5.9%

By substructure, those above with a nitro group on carbon.
Compound	Rab9 promoter act	FLuc counter	NPC1 promoter act	uPA surface inh	BRCA1 expr act	p53 reactivation	MBNL1-CUG inh	VP16 counter	ELG1 genotoxic	RORg inh
N#C/C(=C\c1cccc([N+](=O)[O-])c1)C(=O)Nc1cccnc1	-0.8%	-5.2%	0.0%	6.4%	-1.4%	-0.8%	?	5.1%	3.4%	-1.7%
CC(=O)NCCCOc1ccc([N+](=O)[O-])cc1Cl	?	?	18.6%	-14.1%	?	6.7%	?	1.7%	11.8%	6.7%
